TROY signal inh: blocks TROY-dependent signaling in reporter cells | inhibition, % at 10 µM | actives 0.98% (n = 360,000) | Q293 LMP1-TROYcd NF-kB luciferase reporter, 4 h | AID 1347056;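 active = compounds whose plate-normalised and pattern-corrected inhibition of the luciferase reporter signal at the single screening dose is 50% or more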
TRAIL sens C8: sensitizes caspase-8 expressing cells to TRAIL | AID 624354 | inhibition (viability loss, TRAIL sensitization), % at 10 µM | actives 1% (n = 360,000) | NB7+C8 cells + TRAIL, ATPlite viability luminescence;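 active = compounds causing at least 50% loss of cell viability in the single-dose screen, relative to plate controls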
NR2E3 ag-1: agonists of human nuclear receptor NR2E3; Q9Y5X4; GST-NR2E3/biotin-RetCOR TR-FRET, 1536-well; inhibition of corepressor binding, % at 4.78 µM; actives 0.12% (n = 320,000); AID 2300;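 active = percent inhibition above the cutoff of mean plus 3 SD of all tested compounds, set per screening campaign, cut at about 20% in these data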;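 note: 0% = DMSO wells and 100% = biotin wells as full block of FRET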
Target sequence (Q9Y5X4 whole entry, looked up): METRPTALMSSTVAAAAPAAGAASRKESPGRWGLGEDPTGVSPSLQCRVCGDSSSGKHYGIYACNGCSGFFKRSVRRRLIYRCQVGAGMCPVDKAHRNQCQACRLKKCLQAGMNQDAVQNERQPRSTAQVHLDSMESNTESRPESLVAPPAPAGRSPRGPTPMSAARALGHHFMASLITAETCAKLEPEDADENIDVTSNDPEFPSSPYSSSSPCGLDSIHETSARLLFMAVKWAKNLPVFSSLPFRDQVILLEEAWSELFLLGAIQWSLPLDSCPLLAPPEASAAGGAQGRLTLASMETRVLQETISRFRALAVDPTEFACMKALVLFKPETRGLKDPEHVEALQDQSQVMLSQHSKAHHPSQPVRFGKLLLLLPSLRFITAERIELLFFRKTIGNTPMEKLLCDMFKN
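System: GST-tagged NR2E3 plus biotinylated RetCOR corepressor; Buffer or medium: pH 7.5 Tris-based buffer; Probe or stimulus: RetCOR corepressor, biotinylated, 7 nM; Doses: compound at 4.8 µM, single dose; Schedule: 5 h incubation at 4 °C; Technique: time-resolved FRET; Evaluation: percent inhibition of TR-FRET ratio; Replication: one well per compound, singlicate testing.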
CF NFkB inh: inhibitors of cystic fibrosis induced NF-kB. AID 588850. KKLEB NF-kB-GFP reporter, PAF-induced, GFP fluorescence overnight. inhibition, % at 5 µM. actives 0.86% (n = 360,000);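 active = at least 50% inhibition at 5 µM, scaled per plate between neutral and stimulator controls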;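 note: PAF is a Pseudomonas aeruginosa culture filtrate used as stimulus; plate controls were PAF-stimulated DMSO wells for no effect and unstimulated DMSO wells for full effect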
TWEAK Fn14 block: blocks TWEAK-Fn14 interaction in a reporter cell assay; TWEAK-stimulated Fn14 reporter cells, luciferase luminescence, 8 h; AID 1159606; actives 2% (n = 360,000); inhibition, % at 10 µM; in the data active = inhibition above about 50%
HIF-2a inh: HIF-2a inhibition; 786-0 RCC cells HIF-2a reporter, luciferase luminescence, overnight; actives 0.72% (n = 360,000); AID 624352; inhibition, % at 18.8 µM;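 active = inhibition of the luminescence signal of 40% or more relative to plate controls, in a single-dose primary screen at 18.75 µM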
Shn3 inh set2: inhibitors of Schnurri-3 3'UTR reporter in osteoblasts; Clone20 osteoblast Shn3 3'UTR firefly luciferase, 24 h; actives 0.52% (n = 360,000); inhibition, % at 12.5 µM;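 active = mean inhibition of at least 75% with every replicate also reaching 75%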;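 note: 0% = median of neutral control wells and 100% = pilot-screen positive control compound; some compounds past the cut are filed as inactive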
KKLEB tox: reduces viability of KKLEB cystic fibrosis airway cells. KKLEB CF airway cells viability, ATPlite luminescence, overnight; stronger effect = lower value; cells stimulated with P. aeruginosa culture filtrate. activity change (cytotoxicity), % at 5 µM. actives 0.36% (n = 360,000). AID 602141;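 active = corrected activity change at or below -50% at 5 µM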
NR2E3 ag-2: activates human NR2E3 receptor | CHO-S Gal4-NCOR/VP16-NR2E3 two-hybrid, luciferase | inhibition of corepressor binding, % at 3.98 µM | actives 0.35% (n = 360,000) | AID 602229;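 active = inhibition above the mean of all tested compounds plus 3 SD, cut at about 70% in these data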;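 note: 0% = DMSO with NR2E3 transfected cells and 100% = cells lacking NR2E3 construct; higher means lower luciferase signal from less NR2E3 corepressor binding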
Peg3 promoter: reduces Peg3 promoter-driven luciferase expression in HeLa; AID 588405; actives 1.7% (n = 360,000); HeLa PEG-Prom luciferase reporter, luminescence, overnight; inhibition, % at 20 µM;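 active = inhibition of at least 50% at 20 µM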
TRPM1 prom inh: reduces MITF-dependent TRPM1 promoter luciferase signal | SK-MEL-5 TRPM1 promoter luciferase, 24 h | inhibition, % at 12.5 µM | actives 0.83% (n = 330,000);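 active = mean inhibition across replicates of 60% or more, whatever share of single replicates reaches that level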; note: values of inactives mirror those of a sister screen read the other way
* = called active by the depositor; nt = no result given. Some of the compounds tested, so the mix of outcomes need not match the whole.

SMILES	TROY signal inh	TRAIL sens C8	NR2E3 ag-1	CF NFkB inh	TWEAK Fn14 block	HIF-2a inh	Shn3 inh set2	KKLEB tox	NR2E3 ag-2	Peg3 promoter	TRPM1 prom inh
Cc1ccc(S(=O)(=O)N2[C@@H](c3cccc4ccccc34)C(C(=O)O)=C[C@H]2C(C)(C)C)cc1	6	1	nt	-10	14	8	-3	22	-15	-2	-9
CCOC(=O)CN1C(=O)SC(CC(=O)Nc2nccs2)C1=O (configuration not stated)	nt	60*	3	2	67*	13	16	3	-25	-7	8
Cc1nn(-c2cc(Cl)ccc2N)c(=O)c2ccccc12	-13	-2	3	15	0	17	-4	6	-14	21	11
CS(=O)(=O)N(Cc1ccccc1)c1ccc(C(=O)Nc2ccc(C(N)=O)cc2)cc1	23	-4	3	8	4	16	-13	-17	8	3	1
COc1ccc(CCN2CN(S(=O)(=O)c3ccccc3)c3nc4ccccc4nc32)cc1	-11	-1	2	24	11	-84	-6	-6	-18	-64	-5
O=C(COc1ccc(Cl)cc1Cl)N/N=C/c1ccc[nH]1	-12	36	5	6	-13	-114	-20	-9	-11	-164	-17
COc1ccc(CN(C)C(=O)C(Cc2ccccc2)NC(=O)c2ccccc2)c(OC)c1 (configuration not stated)	11	6	1	-2	2	5	14	-1	-3	21	2
CCCNC(=O)C(=O)c1cccn1-c1ccsc1C(=O)OC	11	-19	-1	0	11	5	4	-4	-11	-6	0
O=C(CN1CCC(NC(=O)C2CCCCC2)CC1)Nc1cccc(F)c1	9	7	nt	7	5	7	11	5	-23	8	2
CC(C)(C)c1ccc(C(=O)N2CCC2(C)C(=O)NS(=O)(=O)c2ccc(C#N)cc2)cc1 (configuration not stated)	-6	3	nt	0	1	8	-7	-2	-6	4	nt
CC(C)(C)CN1CCC(Oc2cccc(C(=O)N3CCC[C@H]3CO)c2)CC1	-5	9	-3	12	3	3	-3	-6	-19	3	-1
O=C(NCc1ccc(Cl)cc1Cl)C1CCN(S(=O)(=O)c2ccc3c(c2)OCCCO3)CC1	27	-4	7	10	42	23	2	4	5	23	4
COC(=O)c1cc(Br)c(=O)n(-c2ccc(OC)cc2)c1	-12	-7	2	-6	19	3	-11	-3	21	13	-1
O=C(CSc1ccsc1[N+](=O)[O-])NCCc1ccccc1	1	-7	1	-3	2	-8	-28	-10	-20	0	17
COc1ccc2[nH]c3c(c2c1)CCN1C(=O)N([C@@H](C)C(=O)NCc2c(F)cccc2Cl)C(=O)[C@]31C	8	-4	2	-30	-11	2	20	-1	0	-5	nt
CC(CC(=O)NCc1ccc(Cl)cc1)c1ccccc1 (configuration not stated)	-19	-2	0	10	8	7	4	4	-22	-10	-1
Cc1cc(Br)ccc1NC(=O)CNC(=O)CN(C)Cc1nc2ccccc2c(=O)[nH]1	2	16	-1	-8	-25	3	-1	10	-17	-6	0
O=C(CCS(=O)(=O)c1ccccc1)NNC(=O)CSc1ccccc1F	1	-7	nt	10	7	10	15	10	-16	6	2
COC(=O)Nc1nc(C)c(C(=O)N(C)C)s1	-26	-4	0	6	6	12	-6	7	3	-10	8
Cc1nc(N)nc(N)c1CCCc1ccc(Cl)c(Cl)c1	-35	73*	-3	13	-54	9	19	-11	7	26	19
O=S1(=O)N=C(N(Cc2cccs2)c2ccc(O)cc2)c2ccccc21	-3	7	3	8	-4	18	8	6	6	20	-11
Cc1ccc(C#N)c(SCc2nnc(-c3ccc(Cl)cc3)o2)n1	87*	82*	-1	-6	98*	46*	41	-40	72*	46	46
CC(C)[C@H](NC(=O)N1CCC(Cc2ccccc2)CC1)C(=O)O	-5	-18	3	8	10	18	10	-6	-25	15	2
CCN(CC)S(=O)(=O)c1ccc(S(=O)(=O)N(Cc2ccccn2)Cc2ccco2)cc1	6	-4	0	-3	-16	-9	54	-9	11	10	1
CSc1ccccc1NC(=O)CN(Cc1ccc(Cl)cc1)S(C)(=O)=O	3	-13	-3	-26	10	0	-1	10	-5	15	-13
SMILES	TROY signal inh	TRAIL sens C8	NR2E3 ag-1	CF NFkB inh	TWEAK Fn14 block	HIF-2a inh	Shn3 inh set2	KKLEB tox	NR2E3 ag-2	Peg3 promoter	TRPM1 prom inh
CC(C)CC(NC(=O)C1CCC(=O)N1)C(=O)NC(CC(C)C)C(=O)N1CCCC1C(N)=O (configuration not stated)	-5	-7	3	-16	1	9	-12	4	-27	16	0
CC(=O)N/N=C(\C)C1COc2ccccc2O1 (configuration not stated)	-26	-2	-2	10	-3	12	-15	4	29	17	-6
Cn1c(-c2ccncc2)nc2ccccc21	-1	19	-6	3	-16	-5	-7	-4	-4	-5	-3
CN(CC(=O)Nc1ccccc1Br)C(=O)CNC(=O)c1ccc(Oc2ccccc2)cc1	-37	21	2	4	-13	-108	5	-3	-5	-103	-9
O=C1C=C(c2ccccc2Oc2ccccc2)C[C@@H](c2ccc3c(c2)OCO3)C1	1	-1	5	27	-5	8	22	-2	-43	10	5
Cn1c(=O)c([N+](=O)[O-])c(-n2ccnc2)c2ccccc21	-2	-1	-3	-7	22	6	-18	1	-18	55*	89*
COCCn1c(=NC(=O)c2ccccc2[N+](=O)[O-])sc2cc(S(C)(=O)=O)ccc21	31	0	-1	5	8	-135	11	-15	-35	-108	-52
CCn1c(SCC(=O)NCc2ccc3c(c2)OCO3)nc2c(c1=O)SCC2	-1	1	4	-12	1	12	3	2	-18	20	11
N#Cc1ccc(/C=N/NC(=O)CCc2ccc(S(=O)(=O)N3CCOCC3)cc2)cc1	4	5	0	4	-17	12	17	-4	-9	14	1
CSc1ccccc1NC(=O)C1C2CCC(C2)C1C(=O)O (configuration not stated)	-8	0	4	11	10	17	3	-7	-10	15	1
ClCc1csc(-c2ccc(Cl)cc2)n1	-20	0	3	2	2	-49	-38	4	19	-3	-5
CCCc1cc2c(=O)c(-c3ccc4c(c3)OCCO4)c(C)oc2cc1OS(C)(=O)=O	12	5	1	-10	8	1	19	-5	-9	12	11
CN(CCOc1ccccc1)C(=O)C1CCC(=O)N(CCN2CCOCC2)C1 (configuration not stated)	7	-23	5	-18	22	10	-3	12	-23	16	6
Cc1ccc(N(C(=O)CNC(=O)c2ccco2)C(C(=O)NC2CCCCC2)c2cccnc2)cc1C (configuration not stated)	-4	0	-1	6	36	10	-2	-12	-20	-3	-3
Cc1ccc(N2CC(C(=O)Nc3ccc(C)c(S(=O)(=O)N(C)C)c3)CC2=O)cc1 (configuration not stated)	1	-4	2	-15	28	16	24	13	6	-10	21
CCOC(=O)Cn1nc(C)c(NC(=O)COc2ccccc2[N+](=O)[O-])c1C	6	6	0	-9	1	15	-1	7	0	9	-7
CC1CC(C)CN(C(=O)COC(=O)CNS(=O)(=O)/C=C/c2ccccc2)C1 (configuration not stated)	17	19	3	-11	-13	20	-11	10	16	-1	-3
c1ccc(Cn2nnnc2C(c2ccccn2)N2CCOCC2)cc1 (configuration not stated)	-10	-7	-1	8	13	6	7	0	10	13	3
CN(C)S(=O)(=O)c1cccc2c1C(=O)c1ccccc1C2=O	3	-8	2	6	-7	19	-1	3	-9	6	8
Cc1ccc2c(c1)N(C(C)C(=O)NCc1cccs1)C(=O)CO2 (configuration not stated)	10	-3	-1	20	14	15	18	2	12	0	11
Nc1nc2cc3c(cc2cc1C(=O)NCc1ccc(F)cc1)OCO3	-19	13	nt	nt	39	-121	nt	nt	88*	nt	nt
Cc1c(C=Nc2ccc(S(=O)(=O)CCO)cc2)c(O)[nH]c(=O)c1C#N	-2	-7	0	-15	1	8	-67	0	-21	6	0
O=C(CCN1CCCCC1)Nc1cccc(Br)c1	6	1	-4	-11	0	6	-10	5	13	5	4
CCOC(=O)C1(Cc2ccccc2)CCN(Cc2cnc(N3CCOCC3)s2)CC1	2	2	4	-5	-3	12	12	21	-20	10	4
Clc1ccc(Oc2nnnn2-c2ccccc2)cc1	-25	19	-1	3	14	-12	-31	-11	26	-14	-12
SMILES	TROY signal inh	TRAIL sens C8	NR2E3 ag-1	CF NFkB inh	TWEAK Fn14 block	HIF-2a inh	Shn3 inh set2	KKLEB tox	NR2E3 ag-2	Peg3 promoter	TRPM1 prom inh
CCOC(=O)C(=N/O)/C(C)=N/NC(=O)C(=O)Nc1ccc(Cl)cc1	-2	-6	0	6	-14	9	67	13	45	11	-7
Cc1cc(C(=O)COC(=O)COc2ccc(C#N)cc2)c(C)n1C1CC1	0	2	0	-23	3	-2	-11	17	-9	0	4
CCCC(=O)N1c2ccc(-c3csc(N)n3)cc2CC1C (configuration not stated)	1	24	-3	5	-11	-228	-184	3	-78	-264	-81
COc1cc(OC)cc(C(=O)N[C@H](C(=O)OCC(=O)N2CCN(S(=O)(=O)c3ccc(C)cc3)CC2)C(C)C)c1	8	-2	nt	5	6	2	-18	-13	-9	20	4
Cc1ccc(C2C(C(=O)c3cc4ccccc4o3)=C(O)C(=O)N2CCN(C)C)o1 (configuration not stated)	-10	-24	nt	29	-6	-94	-15	-24	-14	-115	-11
Cc1nc(N2CCOCC2)nc2c1CCCC2	-18	-14	0	17	14	-53	-4	0	-2	-24	-23
Cc1cc(C)c(C(=O)/C=C/c2ccco2)c(=O)[nH]1	2	34	0	-10	5	14	-5	7	-24	10	8
O=C(CSc1nnc(-c2cccs2)n1Cc1ccco1)c1ccc2c(c1)OCO2	0	-2	0	-3	-7	8	4	-19	-10	4	-5
Cc1ccc(CSc2nc3ccncc3[nH]2)cc1	-3	93*	0	0	38	-19	20	-70*	-159	-34	0
CC#CCCCC(=O)Nc1ccccc1C(=O)O	0	-5	-1	7	14	-74	-7	-4	-52	-75	-20
O=C(N/N=C/C(Br)=C/c1ccccc1)NC1CCCCC1	-54	-3	-3	4	-36	-223	-53	0	-63	-112	-38
Cc1cc(C)cc(OCC(=O)NCc2nc(-c3ccccc3)no2)c1	-12	-12	2	-11	-13	14	2	-3	-19	11	4
Cc1cc(C(=O)COC(=O)c2cc(Cl)c(O)c(Cl)c2)c(C)n1C	11	2	3	-11	3	-96	-25	14	-39	-42	-6
Cn1c(-c2ccccc2)cc2ccccc21	-18	-10	4	-3	9	7	-1	-7	-6	-9	-26
CCOC(=O)c1cccc(-n2c(C)nc3ccccc3c2=O)c1	17	8	-1	12	-1	15	7	-3	-1	18	6

Only HIF-2a inh, for some of the entries so far:
canonical_smiles	HIF-2a inh
Cc1ccc(CSc2nc3ccncc3[nH]2)cc1	-19
Cc1cc(C)c(C(=O)/C=C/c2ccco2)c(=O)[nH]1	14
CC#CCCCC(=O)Nc1ccccc1C(=O)O	-74
O=C(CSc1nnc(-c2cccs2)n1Cc1ccco1)c1ccc2c(c1)OCO2	8

Screening results from PubChem.
